Mtb UGM inh – blocks M. tuberculosis UGM enzyme | P9WIQ1 | purified UGM, fluorescence polarization probe displacement | inhibition, % at 10 µM | 0.06% of 320,000 active | AID 504406; in the data active means inhibition above about 10%, passing the limit was not always enough; inconclusive means no clear call, values can overlap the other calls
Target sequence (P9WIQ1 whole entry, looked up): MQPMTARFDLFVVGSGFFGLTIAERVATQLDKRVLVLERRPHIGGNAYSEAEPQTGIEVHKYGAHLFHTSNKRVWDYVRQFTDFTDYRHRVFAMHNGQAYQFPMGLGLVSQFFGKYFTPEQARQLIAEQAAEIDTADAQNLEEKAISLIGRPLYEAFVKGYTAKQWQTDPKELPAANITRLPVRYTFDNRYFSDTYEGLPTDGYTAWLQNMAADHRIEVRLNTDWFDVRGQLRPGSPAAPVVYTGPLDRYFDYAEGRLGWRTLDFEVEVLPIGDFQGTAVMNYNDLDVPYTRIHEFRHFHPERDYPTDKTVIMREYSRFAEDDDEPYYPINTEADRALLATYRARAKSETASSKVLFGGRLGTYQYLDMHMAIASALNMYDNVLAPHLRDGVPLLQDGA
FBA Mtb inh – Mtb fructose-bisphosphate aldolase inhibition. P9WQA3. purified M. tuberculosis FBA, fluorescence read-out. inhibition, % at 1 µM. 2.3% of 360,000 active; in the data active means inhibition above about 27%;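 further: 0% = vehicle and 100% = reference inhibitor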
PrPC surface inh – reduces human prion protein on the cell surface | cell surface PrPC, TR-FRET read-out | inhibition, % at 13.8 µM | 0.43% of 370,000 active | AID 720596; in the data active means inhibition above about 24%; further: 0% = median of the test wells and 100% = reference compound wells
BoNT F protease – BoNT F light chain protease inhibition | Multiplex microsphere protease cleavage assay, flow cytometry | inhibition, % at 10 µM | 0.22% of 360,000 active; in the data active means inhibition above about 35%, passing the limit was not always enough; inconclusive means no clear call, values can overlap the other calls; further: plate controls were buffer without enzyme for full effect and enzyme alone for no effect
CCHFV vOTU inh – CCHFV vOTU protease inhibition | Pep-AMC fluorescence | inhibition, % at 11.5 µM | 0.55% of 370,000 active | AID 651958; further: 0% = vehicle wells with enzyme and 100% = no enzyme wells
BioA inh – blocks M. tuberculosis BioA enzyme activity. inhibition, % at 9.99 µM. purified M. tuberculosis BioA enzyme, plate reader. 0.096% of 360,000 active; in the data active means inhibition above about 40%; inconclusive means no clear call, values can overlap the other calls
BoNT-A LC inh2 – blocks Botulinum neurotoxin A light chain protease. inhibition, % at 10 µM. 0.17% of 360,000 active. multiplex microsphere protease substrate cleavage, flow cytometry; in the data active means inhibition above about 30%; inconclusive means no clear call, values can overlap the other calls; further: plate controls were buffer without enzyme for full effect and enzyme alone for no effect
GDH-TPI counter – GDH-TPI coupled enzyme inhibition counter-screen. GDH-TPI coupled enzyme counterscreen, NADH absorbance. inhibition, % at 4.8 µM. 1.2% of 360,000 active. AID 588335;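 further: 0% = DMSO wells and 100% = wells lacking the enzyme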
FadD28 binding – blocks FadD28 binding to the bisubstrate probe; fluorescence polarization; inhibition, % at 12.5 µM; 0.22% of 360,000 active; AID 588549; in the data active means inhibition above about 8.5%, passing the limit was not always enough; inconclusive means no clear call, values can overlap the other calls
An asterisk follows results filed as active; u = inconclusive; x = no result given. Unless noted, no stated cut-off is given here; in the data, active means inhibition above about 30%; inactive means the rest.

SMILES | Mtb UGM inh | FBA Mtb inh | PrPC surface inh | BoNT F protease | CCHFV vOTU inh | BioA inh | BoNT-A LC inh2 | GDH-TPI counter | FadD28 binding
CCOC(=O)C1=C(C)NC(=O)NC1c1ccc(OC)c(Cl)c1 (stereo not drawn) | -1.1 | 1 | x | -16 | x | 2.1 | -0.1 | -2 | -1.5
Cc1ccc(Cc2nc3ccccc3[nH]2)cc1 | -0.2 | 2 | 10 | u | -11 | -1.2 | 1.9 | -2 | x
CC(=O)N1c2ccc(S(=O)(=O)N3CCCCC3)cc2CC1C(=O)NCc1cccc(Cl)c1 (stereo not drawn) | 4.3 | -1 | 3 | 0 | 12 | 0.1 | 1.0 | 5 | -0.5
CCOC(=O)C1CCN(c2c(NCCCN(CC)Cc3ccccc3)c(=O)c2=O)CC1 | -0.9 | -4 | 1 | -3 | -2 | 1.7 | -0.6 | -9 | 1.3
Cc1ccc(NC(=O)NCc2ccccn2)c(C)c1 | -2.1 | 1 | 2 | 3 | -7 | -0.2 | -1.0 | 7 | -3.0

Single records, as listed above.
CC(=O)N1c2ccc(S(=O)(=O)N3CCCCC3)cc2CC1C(=O)NCc1cccc(Cl)c1 (stereo not drawn) is listed with Mtb UGM inh = 4.3; FBA Mtb inh = -1; PrPC surface inh = 3; BoNT F protease = 0; CCHFV vOTU inh = 12; BioA inh = 0.1; BoNT-A LC inh2 = 1.0; GDH-TPI counter = 5; FadD28 binding = -0.5
CCOC(=O)C1CCN(c2c(NCCCN(CC)Cc3ccccc3)c(=O)c2=O)CC1 is listed with Mtb UGM inh = -0.9; FBA Mtb inh = -4; PrPC surface inh = 1; BoNT F protease = -3; CCHFV vOTU inh = -2; BioA inh = 1.7; BoNT-A LC inh2 = -0.6; GDH-TPI counter = -9; FadD28 binding = 1.3

Pulled by compound from the list above:
SMILES | Mtb UGM inh | FBA Mtb inh | PrPC surface inh | BoNT F protease | CCHFV vOTU inh | BioA inh | BoNT-A LC inh2 | GDH-TPI counter | FadD28 binding
CC(=O)N1c2ccc(S(=O)(=O)N3CCCCC3)cc2CC1C(=O)NCc1cccc(Cl)c1 (stereo not drawn) | 4.3 | -1 | 3 | 0 | 12 | 0.1 | 1.0 | 5 | -0.5
CCOC(=O)C1=C(C)NC(=O)NC1c1ccc(OC)c(Cl)c1 (stereo not drawn) | -1.1 | 1 | x | -16 | x | 2.1 | -0.1 | -2 | -1.5
